Screens from PubChem.
OX1R antag-1: human HCRTR1 antagonism; AID 434989; O43613; 0.43% of 330,000 active; inhibition, % at 5 µM; CHO/OX1R cells, Fluo-8 calcium fluorescence, orexin A;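 active means inhibition above its plate's threshold, mean inhibition of all tested compounds on the plate plus 3 SD, cut at about 37% in these data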;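 further: 0% = orexin A challenge wells and 100% = SB-334867-A antagonist wells; not every result past the cut was called active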
Target sequence (O43613 whole entry, looked up): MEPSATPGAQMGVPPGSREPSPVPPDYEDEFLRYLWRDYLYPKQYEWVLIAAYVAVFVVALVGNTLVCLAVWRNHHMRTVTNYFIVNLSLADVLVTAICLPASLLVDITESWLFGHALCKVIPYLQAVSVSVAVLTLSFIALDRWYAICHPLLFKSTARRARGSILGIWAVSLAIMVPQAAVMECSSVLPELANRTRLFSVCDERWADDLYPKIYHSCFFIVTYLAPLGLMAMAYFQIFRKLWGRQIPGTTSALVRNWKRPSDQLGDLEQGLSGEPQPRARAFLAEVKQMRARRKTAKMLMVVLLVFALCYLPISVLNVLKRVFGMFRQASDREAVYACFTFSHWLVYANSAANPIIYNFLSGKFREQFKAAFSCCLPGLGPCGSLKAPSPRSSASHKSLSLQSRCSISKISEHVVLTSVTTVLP
OX1R antag-2: blocks the human orexin 1 receptor; AID 485270; O43613; 1.8% of 330,000 active; OX1R-expressing cells, FRET antagonist read-out; inhibition, % at 6.6 µM; in the data active means inhibition mostly above about 38%, no sharp cut-off; inactive means mostly below about 40%;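 further: 0% = agonist challenge alone and 100% = reference antagonist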
CHT PAM: allosteric activators of human choline transporter CHT; B-score at 10 µM; CHT-expressing cells, membrane potential dye, choline EC20; hits give high values; LV-AA mutant CHT in HEK293 cells; AID 488977; Q9GZV3; 0.49% of 310,000 active;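 active means initial fluorescence not abnormally high and integrated response B-score, plate-corrected, over 3 SD above library mean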
Target sequence (Q9GZV3 whole entry, looked up): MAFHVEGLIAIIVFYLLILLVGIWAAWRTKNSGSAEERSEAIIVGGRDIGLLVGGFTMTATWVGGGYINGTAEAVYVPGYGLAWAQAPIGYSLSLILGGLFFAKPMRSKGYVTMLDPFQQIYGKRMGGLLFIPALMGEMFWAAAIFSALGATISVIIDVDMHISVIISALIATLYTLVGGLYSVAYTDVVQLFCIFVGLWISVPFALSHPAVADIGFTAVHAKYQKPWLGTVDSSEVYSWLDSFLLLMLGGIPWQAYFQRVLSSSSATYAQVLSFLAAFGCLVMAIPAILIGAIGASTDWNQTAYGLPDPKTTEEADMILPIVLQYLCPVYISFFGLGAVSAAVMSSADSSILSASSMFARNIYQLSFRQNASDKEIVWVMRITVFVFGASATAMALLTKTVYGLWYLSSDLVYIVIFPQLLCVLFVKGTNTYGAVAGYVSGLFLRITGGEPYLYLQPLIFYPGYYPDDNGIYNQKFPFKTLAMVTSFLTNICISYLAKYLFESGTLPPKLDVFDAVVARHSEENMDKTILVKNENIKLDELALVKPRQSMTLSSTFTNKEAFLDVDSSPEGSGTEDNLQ
An asterisk follows results filed as active. Compounds were not picked by outcome, and some 2.5% of all compounds hit somewhere here.

What do the screens show for `COc1ccc(CCNC(=O)C2CC3Cn4c(nc5cc6ccccc6cc54)C3N2C)cc1` (stereo unspecified)?
OX1R antag-1: -12.5; OX1R antag-2: 28.6; CHT PAM: inactive

How did COc1cccc(NC(=O)Nc2nnc(Cc3ccccc3)s2)c1 do in these assays?
OX1R antag-1: -17.1; OX1R antag-2: 1.6; CHT PAM: inactive

What do the screens show for `COc1ccccc1NC(=O)/C=C1\SCC(=O)N1C`?
OX1R antag-1: -14.6; OX1R antag-2: 11.3; CHT PAM: inactive

What do the screens show for `Cc1ccc(C(=O)CSC2=C(C#N)C(c3ccco3)C3=C(CCCC3=O)N2)cc1` (stereo unspecified)?
OX1R antag-1: -3.4; OX1R antag-2: 15.3; CHT PAM: inactive

Results for CN1CCN(c2ccc(-c3ccnn3C(=O)Nc3cccc(C(F)(F)F)c3)cc2)CC1 ?
OX1R antag-1: 3.4; OX1R antag-2: 8.3; CHT PAM: inactive

How did O=c1c2ccsc2ncn1Cc1ccc(Cl)cc1 do in these assays?
OX1R antag-1: -21.7; OX1R antag-2: 11.0; CHT PAM: inactive

What do the screens show for `Cn1c(=O)n(C/C=C/c2ccccc2)c(=O)c2c1nc1n2CCCN1Cc1ccccc1`?
OX1R antag-1: -37.5; OX1R antag-2: 5.2; CHT PAM: inactive

What do the screens show for `O=C(CCc1nc(-c2ccccc2)no1)N1CCCC1`?
OX1R antag-1: -20.7; OX1R antag-2: 24.9; CHT PAM: inactive

What do the screens show for `COCCN1CN(S(=O)(=O)c2cccc(Cl)c2)c2nc3ccccc3nc21`?
OX1R antag-1: -12.2; OX1R antag-2: 10.9; CHT PAM: inactive

Results for CC(C)(C)N(Cc1ccccc1)C(=O)c1ccc(Br)o1 ?
OX1R antag-1: -4.9; OX1R antag-2: -4.8; CHT PAM: inactive

What do the screens show for `CCCOc1ccc(-c2c(C(=O)N/N=C/C3CCCCC3)nnn2-c2nonc2N)cc1`?
OX1R antag-1: -11.3; OX1R antag-2: 26.2; CHT PAM: inactive

What do the screens show for `CC(C)(C)NC(=O)CSc1nc2ccc(NC(=O)CSc3nnc(N)s3)cc2s1`?
OX1R antag-1: -5.5; OX1R antag-2: 16.8; CHT PAM: inactive

How did Nn1c(SCc2nc3ccccn3c2Br)nnc1-c1cccnc1 do in these assays?
OX1R antag-1: -12.9; OX1R antag-2: 9.9; CHT PAM: inactive

Results for COc1ccccc1N(C)S(=O)(=O)c1ccc(C(=O)NC2=NCCS2)cc1 ?
OX1R antag-1: -10.4; OX1R antag-2: 34.7; CHT PAM: inactive

How did COc1ccc(Br)cc1CN(C)C(C)C(=O)Nc1cc([N+](=O)[O-])ccc1OC (stereo unspecified) do in these assays?
OX1R antag-1: -32.7; OX1R antag-2: 10.1; CHT PAM: inactive

What do the screens show for `O=C(NCc1ccccc1Cl)C1CCC(CNc2nc(=S)[nH]c3ccccc23)CC1` (stereo unspecified)?
OX1R antag-1: -11.0; OX1R antag-2: 16.1; CHT PAM: inactive

What do the screens show for `NC(=O)C1CCN(C(=O)c2ccc(NC3=NC4CS(=O)(=O)CC4S3)cc2)CC1` (stereo unspecified)?
OX1R antag-1: -1.3; OX1R antag-2: 2.5; CHT PAM: inactive

What do the screens show for `CCOC(=O)c1c(C)[nH]c(C(=O)OCC(=O)NC(C)(C)C)c1C`?
OX1R antag-1: -20.1; OX1R antag-2: 15.1; CHT PAM: inactive

Results for CN(C(=O)COC(=O)/C=C/c1ccccc1[N+](=O)[O-])c1ccccc1 ?
OX1R antag-1: -12.8; OX1R antag-2: 34.7; CHT PAM: inactive

What do the screens show for `CCn1[nH]c(=O)c(=Nc2c(C)n(C)n(-c3ccccc3)c2=O)cc1-c1ccc(Cl)cc1`?
OX1R antag-1: -20.5; OX1R antag-2: 20.7; CHT PAM: inactive

Results for O=C(c1cccs1)N1CCN=C1SCc1ccc(Cl)cc1 ?
OX1R antag-1: -3.3; OX1R antag-2: 17.7; CHT PAM: inactive

How did O=c1c2c3c(sc2ncn1/N=C/c1ccc(Br)o1)CCCC3 do in these assays?
OX1R antag-1: -26.9; OX1R antag-2: 17.9; CHT PAM: inactive

What do the screens show for `O=C1CCCN1CCCNCC(=O)N1c2ccccc2Sc2ccccc21`?
OX1R antag-1: -26.0; OX1R antag-2: 16.1; CHT PAM: inactive

What do the screens show for `NC(=O)c1oc2ccccc2c1NC(=O)Cc1ccccc1`?
OX1R antag-1: 0.5; OX1R antag-2: 3.5; CHT PAM: inactive

How did Clc1ccc(Nc2ccc(NCc3ccccc3)nn2)cc1 do in these assays?
OX1R antag-1: -13.8; OX1R antag-2: 23.3; CHT PAM: inactive

What do the screens show for `CN(Cc1ccccc1)S(=O)(=O)c1cn(C)cn1`?
OX1R antag-1: 5.5; OX1R antag-2: 4.2; CHT PAM: inactive

How did COc1ccc(CC(=O)NNC(=O)COc2ccc3ccccc3c2)cc1 do in these assays?
OX1R antag-1: 7.0; OX1R antag-2: 5.9; CHT PAM: inactive

How did CCN(C(=O)C1CCCN(c2nc(-c3ccc(OC)cc3)no2)C1)c1ccccc1F (stereo unspecified) do in these assays?
OX1R antag-1: -40.8; OX1R antag-2: 16.7; CHT PAM: inactive

How did O=C(NCc1ccncc1)c1ccc(NS(=O)(=O)c2cccc([N+](=O)[O-])c2)cc1 do in these assays?
OX1R antag-1: -13.6; OX1R antag-2: 21.0; CHT PAM: inactive

Results for COc1ccccc1OCCC(=O)OCC(=O)Nc1ccc2c(c1)OCCO2 ?
OX1R antag-1: -1.5; OX1R antag-2: 8.4

What do the screens show for `Cc1ccc(NC(=O)COC(=O)Cc2csc(-c3cccc(F)c3)n2)cc1C`?
OX1R antag-1: -7.7; OX1R antag-2: 9.0; CHT PAM: inactive

Results for CCCOc1ccc(/C(O)=C2/C(=O)C(=O)N(CCCn3ccnc3)C2c2cccs2)cc1 (stereo unspecified) ?
OX1R antag-1: -2.0; OX1R antag-2: 6.5; CHT PAM: inactive

How did COC(=O)c1ccc(C(=O)N2CCCC(CNC(=O)c3ccc(F)cc3)C2)cc1 (stereo unspecified) do in these assays?
OX1R antag-1: -13.8; OX1R antag-2: 11.0; CHT PAM: inactive

Results for Cc1ccc(C(=O)OCC(=O)N2CCOCC2)cc1 ?
OX1R antag-1: 20.4; OX1R antag-2: 5.7; CHT PAM: inactive

Results for CCn1c(SCc2nc3scc(-c4ccccc4)c3c(=O)[nH]2)nnc1-c1cccs1 ?
OX1R antag-1: -6.4; OX1R antag-2: 56.1*; CHT PAM: inactive

How did COc1ccc(NS(=O)(=O)c2ccc(C(=O)Nc3c(C)n(C)n(-c4ccccc4)c3=O)cc2)cc1 do in these assays?
OX1R antag-1: 1.2; OX1R antag-2: 8.9

What do the screens show for `Cc1ccc(S(=O)(=O)c2cn(Cc3ccc(F)cc3)c3cc4c(cc3c2=O)OCO4)cc1`?
OX1R antag-1: -9.9; OX1R antag-2: 16.5; CHT PAM: inactive

Results for Cc1cc(C)nc(SC2CCOC2=O)n1 (stereo unspecified) ?
OX1R antag-1: -10.9; OX1R antag-2: 10.7; CHT PAM: inactive

What do the screens show for `Cc1[nH]c(-c2ccc3c(c2)OCO3)nc1C(=O)O`?
OX1R antag-1: 0.9; OX1R antag-2: 4.5; CHT PAM: inactive

How did CC(=O)c1cc(C#N)c(Oc2ccccc2)nc1C do in these assays?
OX1R antag-1: -3.0; OX1R antag-2: 15.0; CHT PAM: inactive

Results for OCCCNC(=S)Nc1ccc(Oc2ccccc2)cc1 ?
OX1R antag-1: -8.4; OX1R antag-2: 9.7; CHT PAM: inactive

Results for N/C(=N\NC(=O)c1cccs1)c1cc2ccccc2oc1=O ?
OX1R antag-1: -13.9; OX1R antag-2: 34.4; CHT PAM: inactive

What do the screens show for `CC(Cc1c[nH]c2ccccc12)NC(=O)C1CCCNC1=O` (stereo unspecified)?
OX1R antag-1: -1.8; OX1R antag-2: 11.2; CHT PAM: inactive

What do the screens show for `Cc1ccc(C(=O)N(CC#N)CC#N)cc1C`?
OX1R antag-1: 3.7; OX1R antag-2: 4.2; CHT PAM: inactive

What do the screens show for `CC1CN(C(=O)c2cccc(S(=O)(=O)N3CCN(c4ccc(F)cc4)CC3)c2)CC(C)O1` (stereo unspecified)?
OX1R antag-1: -30.4; OX1R antag-2: 6.1; CHT PAM: inactive

6 records picked at random from the list so far:
Results for CCCOc1ccc(/C(O)=C2/C(=O)C(=O)N(CCCn3ccnc3)C2c2cccs2)cc1 (stereo unspecified) ?
OX1R antag-1: -2.0; OX1R antag-2: 6.5; CHT PAM: inactive

Results for Cc1ccc(C(=O)OCC(=O)N2CCOCC2)cc1 ?
OX1R antag-1: 20.4; OX1R antag-2: 5.7; CHT PAM: inactive

How did COC(=O)c1ccc(C(=O)N2CCCC(CNC(=O)c3ccc(F)cc3)C2)cc1 (stereo unspecified) do in these assays?
OX1R antag-1: -13.8; OX1R antag-2: 11.0; CHT PAM: inactive

What do the screens show for `Cc1ccc(NC(=O)COC(=O)Cc2csc(-c3cccc(F)c3)n2)cc1C`?
OX1R antag-1: -7.7; OX1R antag-2: 9.0; CHT PAM: inactive

Results for N/C(=N\NC(=O)c1cccs1)c1cc2ccccc2oc1=O ?
OX1R antag-1: -13.9; OX1R antag-2: 34.4; CHT PAM: inactive

What do the screens show for `Cc1[nH]c(-c2ccc3c(c2)OCO3)nc1C(=O)O`?
OX1R antag-1: 0.9; OX1R antag-2: 4.5; CHT PAM: inactive

(list continues)
What do the screens show for `COc1ccc(S(=O)(=O)N[C@@H](Cc2ccc(Cl)cc2)C(=O)N2CC[C@@]3(O)CCCC[C@H]3C2)cc1`?
OX1R antag-1: -19.4; OX1R antag-2: 18.0; CHT PAM: inactive

What do the screens show for `O=C1CCc2cc(S(=O)(=O)NCCC(=O)NC3CCCCC3)ccc2N1`?
OX1R antag-1: 0.1; OX1R antag-2: 5.9; CHT PAM: inactive

Results for Cc1ccc(CNC(=O)C(=O)NCC2OCCN2S(=O)(=O)c2ccc(C)cc2)cc1 (stereo unspecified) ?
OX1R antag-1: -37.8; OX1R antag-2: 7.9; CHT PAM: inactive

What do the screens show for `O=C(O)CCN1C(=O)NC2(CCCC2)C1=O`?
OX1R antag-1: -11.3; OX1R antag-2: 10.0; CHT PAM: inactive

Results for Cn1c(C(=O)NC2CC2)cc(=O)n(C)c1=O ?
OX1R antag-1: -19.9; OX1R antag-2: 2.1; CHT PAM: inactive

How did COc1ccc2[nH]c3c(c2c1)CCN1C(=O)C(CC(=O)NCc2ccc(OC)c(OC)c2)C[C@H](C(=O)N(C(C)C)C(C)C)[C@@]31C (stereo partly specified) do in these assays?
OX1R antag-1: -54.5; OX1R antag-2: 10.1

What do the screens show for `CCCCCc1c2c(cc(O)c1C(=O)O)OC(=O)c1c(cc(OC)cc1C(=O)CCCC)O2`?
OX1R antag-1: -10.7; OX1R antag-2: 29.8; CHT PAM: inactive

How did COc1ccc(CC(=O)Nc2cc(C)c3c(=O)oc4ccccc4c3n2)cc1 do in these assays?
OX1R antag-1: -26.8; OX1R antag-2: 10.6; CHT PAM: inactive

What do the screens show for `Cc1c(NC(=O)c2ccc(-c3cccc([N+](=O)[O-])c3)o2)c(=O)n(-c2ccccc2)n1C`?
OX1R antag-1: -21.8; OX1R antag-2: 42.0; CHT PAM: inactive

Results for COc1ccccc1CNC(=O)C1(c2ccc(Cl)cc2)CC1 ?
OX1R antag-1: -13.0; OX1R antag-2: 15.8; CHT PAM: inactive

Results for CC(=O)Oc1ccc2nc(-c3cccs3)oc(=O)c2c1 ?
OX1R antag-1: -14.5; OX1R antag-2: 5.1; CHT PAM: inactive

Results for CCS(=O)(=O)N1CCN(C(=O)c2ccc(-c3ccccc3)cc2)CC1 ?
OX1R antag-1: 1.7; OX1R antag-2: 12.9; CHT PAM: inactive

How did Cc1ccc(CNC(=O)[C@@H](NC(=O)C2CCN(C(=O)[C@@H]3CCCN3)CC2)C(C)C)cc1 do in these assays?
OX1R antag-1: 13.1; OX1R antag-2: 4.7; CHT PAM: inactive

How did O=C(CCC(=O)N1CCN(S(=O)(=O)c2ccccc2)CC1)c1ccc(Br)cc1 do in these assays?
OX1R antag-1: -0.4; OX1R antag-2: 12.3

What do the screens show for `CN(C)C(=O)N1CCCC(C(=O)NCc2ccccc2)C1` (stereo unspecified)?
OX1R antag-1: 1.7; OX1R antag-2: -3.3; CHT PAM: inactive

Results for CNC(=O)OCCSCCS(=O)(=O)c1ccc(Cl)cc1 ?
OX1R antag-1: 1.8; OX1R antag-2: 1.3; CHT PAM: inactive

Results for Cc1ccc(Cn2cc(SCC(N)=O)c3ccccc32)cc1 ?
OX1R antag-1: -25.5; OX1R antag-2: -6.5; CHT PAM: inactive

What do the screens show for `CCN(CC)CCNC(=O)c1ccc(NC(=O)c2c(F)cccc2Cl)cc1`?
OX1R antag-1: -27.3; OX1R antag-2: 12.9; CHT PAM: inactive

What do the screens show for `COC(=O)C1=C(C)N(C)C(=O)NC1c1ccc(O)c(Cl)c1` (stereo unspecified)?
OX1R antag-1: -11.9; OX1R antag-2: 4.9; CHT PAM: inactive

What do the screens show for `COc1ccc(CCC(=O)N2CCN(S(=O)(=O)c3ccc(C)cc3)CC2)cc1`?
OX1R antag-1: -16.9; OX1R antag-2: 1.6

How did O=C(C1CCCN(S(=O)(=O)c2ccc(Br)cc2)C1)N1CCOCC1 (stereo unspecified) do in these assays?
OX1R antag-1: 3.7; OX1R antag-2: 4.6; CHT PAM: inactive

Results for COc1ccc(S(=O)(=O)NCc2ccc(C(=O)N3CCN(c4ccccn4)CC3)cc2)cc1 ?
OX1R antag-1: -15.8; OX1R antag-2: 9.9; CHT PAM: inactive

How did COc1ccc(OC)c(CN2CCCCCC2)c1 do in these assays?
OX1R antag-1: -6.4; OX1R antag-2: 7.1; CHT PAM: inactive

Results for O=C1CSc2ccc(S(=O)(=O)N3CCN(c4ccccc4F)CC3)cc2N1 ?
OX1R antag-1: 1.6; OX1R antag-2: 3.1; CHT PAM: inactive
